From PubChem
ERAP1 inh = human ERAP1 aminopeptidase inhibitors, primary screen, biochemical, single point, plate reader; Endoplasmic reticulum aminopeptidase 1 (Homo sapiens), Q9NZ08; recombinant ERAP1, Leu-AMC fluorescence, 60 min; inhibition, % at 10.7 µM; 340,000 tested, 0.15% active;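 active = mean replicate inhibition of at least 30%, or all replicates individually reaching that 30% level; inactive = mean below 30% and not every replicate reaching it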;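 also: 0% = neutral control wells and 100% = L-leucinethiol positive control wells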
Target sequence (Q9NZ08 whole entry, looked up): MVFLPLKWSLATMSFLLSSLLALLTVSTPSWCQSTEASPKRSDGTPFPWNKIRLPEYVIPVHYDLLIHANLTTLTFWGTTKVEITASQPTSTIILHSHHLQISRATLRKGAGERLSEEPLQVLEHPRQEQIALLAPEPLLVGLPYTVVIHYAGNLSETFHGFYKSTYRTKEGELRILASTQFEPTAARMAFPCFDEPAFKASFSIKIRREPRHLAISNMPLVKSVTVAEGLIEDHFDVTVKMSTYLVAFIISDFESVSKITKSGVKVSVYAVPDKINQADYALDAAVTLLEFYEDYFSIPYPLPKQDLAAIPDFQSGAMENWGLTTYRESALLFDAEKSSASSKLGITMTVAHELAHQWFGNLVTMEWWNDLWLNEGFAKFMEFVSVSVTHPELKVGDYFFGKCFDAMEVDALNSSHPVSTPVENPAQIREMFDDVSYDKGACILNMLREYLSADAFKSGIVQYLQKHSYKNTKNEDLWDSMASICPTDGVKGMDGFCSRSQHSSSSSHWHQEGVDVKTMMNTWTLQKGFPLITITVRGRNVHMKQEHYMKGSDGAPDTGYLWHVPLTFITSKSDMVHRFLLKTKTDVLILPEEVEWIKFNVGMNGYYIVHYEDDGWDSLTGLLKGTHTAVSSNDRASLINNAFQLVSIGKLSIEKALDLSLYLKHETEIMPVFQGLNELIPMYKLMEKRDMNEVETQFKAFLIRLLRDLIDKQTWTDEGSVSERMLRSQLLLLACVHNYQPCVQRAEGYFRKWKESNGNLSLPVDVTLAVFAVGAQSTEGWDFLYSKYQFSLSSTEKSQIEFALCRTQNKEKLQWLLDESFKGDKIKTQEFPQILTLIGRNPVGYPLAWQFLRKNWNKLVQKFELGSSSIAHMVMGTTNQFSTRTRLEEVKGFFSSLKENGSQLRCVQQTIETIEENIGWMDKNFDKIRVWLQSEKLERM
E-selectin induc = E-selectin induction in HUVECs, primary screen, imaging, HUVEC, immunofluorescence imaging, single point; normalized: neutral wells 0, TNF-alpha wells 100; activation, % at 7.58 µM; 260,000 tested, 0.37% active; P16581;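 active = mean E-selectin-positive cell signal at least 10% of the positive control, reached in at least 60% of replicates, without over 20% cell loss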;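 also: in these data hits start at about 27%; measured in HUVEC primary endothelial cells; signal is the percent of cells scored E-selectin positive by PE staining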
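System: HUVEC / Compound: single concentration / Signal: immunofluorescence imaging / Read-out: percent E-selectin-positive cells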
miR122 inh = miR-122 Renilla sensor signal increase in Huh7, primary screen, miR-122 inhibitor project, cell-based, single point, plate reader. Huh7 miR-122 Renilla luciferase sensor, 48 h; neutral wells = 0, positive control = 100. activation (reporter increase), % at 12.5 µM. 340,000 tested, 0.3% active. AID 602342, 2012;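 active = mean replicate activation score at least 90 and every replicate individually at or above 90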;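 also: higher luciferase means less miR-122 activity so hits act as miR-122 inhibitors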
PglD inh = C. jejuni PglD acetyltransferase inhibitors, primary screen, biochemical, DTNB colorimetric, single point; UDP-N-acetylbacillosamine N-acetyltransferase PglD (Campylobacter jejuni); purified PglD enzyme, DTNB colorimetric CoA detection; inhibition, % at 12.5 µM; 360,000 tested, 0.098% active; AID 602405, 2012; in the data active = inhibition above about 16%, passing the limit was not always enough; also: strong numbers were not always called active
RAD54 inh = inhibitors of human RAD54 branch migration, primary screen, biochemical, fluorescence, single point; RAD54 Holliday junction branch migration, FAM/BHQ fluorescence; DNA repair and recombination protein RAD54-like (Homo sapiens), Q92698; 360,000 tested, 0.14% active; inhibition, % at 10.4 µM; AID 602329, 2012;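 active = mean normalized replicate activity at least 40 and at least half of replicates scoring 40 or more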;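 also: 0% = median of neutral control wells and 100% = median of positive control wells; inhibitors cause a drop in the FAM fluorescence signal; in these data hits start at about 50%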
PGC1a acetyl inh = inhibitors of PGC1a acetylation signal, primary screen, cell-based, U2OS, AlphaScreen, inhibitor mode | AlphaScreen anti-acetyl-lysine; with virally co-expressed GCN5 acetyltransferase | inhibition, % at 15.6 µM | 350,000 tested, 0.17% active | AID 651687, 2012;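 active = every replicate shows inhibition of at least 40%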;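 also: 0% = neutral control wells and 100% = positive control wells; some results beyond the cut were filed as inactive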
Cneo AK release = Cryptococcus neoformans cell lysis inducers, primary screen, AK release luminescence, single concentration; C. neoformans lysis, adenylate kinase release luminescence, 4 h; normalised: neutral wells 0, clomiphene wells 100; lysis activity, % at 15 µM; 360,000 tested, 0.2% active; AID 651654, 2012;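 active = mean lysis activity across replicates of at least 80%, whatever share of replicates individually reach that level; inactive = mean lysis activity below 80%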
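Assay system: Cryptococcus neoformans yeast cells / Dosing: single-point compound dose / Timing: 4 h at 37 °C static, read 1 h later / Measured by: luminescence of released adenylate kinase using an AK detection reagent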
RAD52 anneal inh = RAD52 DNA annealing inhibitors, primary screen, biochemical, FRET, single point, set 2 | DNA repair protein RAD52 homolog (Homo sapiens), P43351 | recombinant RAD52 DNA annealing, FRET fluorescence | inhibition, % at 18.7 µM | 360,000 tested, 0.46% active | AID 651710, 2012;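 active = every replicate showing at least 50% inhibition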
* = called active by the depositor; nt = no result given; & = joins results of further samples; [ ] = another dose, or the depositor's remark.

mol	ERAP1 inh	E-selectin induc	miR122 inh	PglD inh	RAD54 inh	PGC1a acetyl inh	Cneo AK release	RAD52 anneal inh
O=C(CSc1nc(-c2ccc(F)cc2)cs1)NC(=O)NCc1ccco1	nt	nt	nt	-7.3	-1.1	5.6	7.1	nt
COc1ccc(NC(=O)c2ccc(COc3ccccc3OC)o2)cc1OC	nt	nt	3.9	-4.4	1.9	-0.7	0.5	nt
Cc1ccccc1C(=O)N/N=C/c1ccncc1	nt	nt	-1.1	-1.4	-6.1	11.4	-1.4	nt
CO[C@H]1CN(C)C(=O)c2ccc(NS(C)(=O)=O)cc2OC[C@H](C)N(C(=O)C2CCC2)C[C@H]1C	-1.6	-0.2	3.6[16.7 µM]	-0.5	8.3	nt	-0.8	8.6
Cc1ccccc1S(=O)(=O)NC1OC(=O)C(Cl)=C1Cl (stereo not drawn)	nt	nt	6.7	7.4	4.2	-12.2	-3.6	nt
Cc1nc([N+](=O)[O-])c(NCCO)n1Cc1ccccc1	1.0	0.6	nt	nt	nt	1.9	nt	-5.6
C[C@@H]1CN([C@H](C)CO)C(=O)Cc2cc(NC(=O)Nc3ccc(F)cc3)ccc2O[C@@H]1CN(C)Cc1ccc(Oc2ccccc2)cc1	4.3	0.8	-5.5[16.7 µM]	2.2	4.1	-3.0	-0.5	-2.1
CC(C)CSc1nnc(N)s1	nt	nt	2.9	-3.4	2.7	15.6	1.0	nt
O=[N+]([O-])c1ccc(NC(c2ccccc2)c2ccc3cccnc3c2O)cc1 (stereo not drawn)	2.2	nt	-5.8	-1.3	-4.5	4.1	0.5	-8.7
O=C(COc1ccccc1F)Nc1c2c(nn1-c1ccccc1)CS(=O)(=O)C2	8.6	-1.8	nt	1.9	-2.7	7.5	2.9	-23.8
Cc1cc(NC(=O)CCC(=O)N(CC(=O)NC2CCCC2)Cc2ccc(F)cc2)no1	nt	nt	-6.6	-4.1	-6.9	0.7	1.7	nt
C[C@H](CO)N1C[C@H](C)[C@@H](CN(C)C(=O)Nc2ccccc2)Oc2c(NC(=O)Nc3ccc(C(F)(F)F)cc3)cccc2C1=O	-2.7&-4.5	nt	69.1[16.7 µM]	-0.6&-3.4	7.7&0.9	-5.5	31.1&5.4	-3.0&-0.4
CC(NC(=O)COC(=O)C1CCN(c2ccc(C(F)(F)F)cn2)CC1)c1ccc(F)cc1 (stereo not drawn)	1.5	nt	-5.5	10.6	-11.1	16.7	-0.4	-3.4
CN1CCN(CCNC(=O)c2cn(Cc3ccccc3F)nn2)CC1	-1.6	nt	10.4	nt	nt	2.2	nt	-9.6
O=c1ccc(NS(=O)(=O)c2ccc(Cl)cc2)cn1Cc1ccc(Cl)c(Cl)c1	nt	nt	35.7	-2.2	6.3	5.8	-8.9	nt
CCCC(=O)Nc1ccc2c(c1)C(=O)N(C)[C@H]1CC[C@H](CC(=O)NC3CCCC3)O[C@@H]1CO2	-1.1	0.1	25.0[16.7 µM]	1.7	6.7	4.5	1.9	-8.5
CCNC(=O)[C@H]1[C@H](CO)[C@H]2Cn3c(ccc(/C=C/c4ccccc4)c3=O)[C@@H]1N2C(=O)C1CCC1	6.2	-0.1	1.5[16.7 µM]	7.1	-5.9	nt	-1.6	0.9
COc1ccc(C(=O)CN2C(=O)c3ccccc3S2(=O)=O)cc1Br	1.5	-0.4	nt	-3.3	9.5	-8.2	-3.4	-44.9
C=CCn1c(-c2ccccc2)nc2nc3ccccc3nc21	nt	nt	1.0	-4.8	1.2	1.8	0.4	nt
O=C(NC1CCSc2ccccc21)c1cc(S(=O)(=O)N2CCOCC2)ccc1F (stereo not drawn)	-2.5	-0.2	2.5	0.9	0.1	nt	-4.7	-11.6
COc1ccc(C(=O)NCC(=O)NCC2(N(C)C)CCCCC2)cc1OC	nt	nt	-1.8	3.6	1.8	3.4	-0.6	nt
COc1cccc(C(=O)Nc2cc(C(=O)NCc3ccc(C)cc3)ccc2N2CCC3(CC2)CC(c2cccc(Br)c2)=NO3)c1	0.8	-0.2	-6.4	-4.3	0.5	-11.2	1.3	-44.5
CCCCn1c(SCC(=O)N2CCOCC2)nc2ccccc2c1=O	-6.7	nt	-3.4	0.3	-8.1	nt	-1.0	-4.3
CCC(NC(=O)Nn1cnnc1)(C(F)(F)F)C(F)(F)F	nt	nt	-2.6	1.8	-0.1	5.1	-1.2	nt
COC(=O)c1cc(COC(=O)c2cccnc2SC)oc1C	nt	0.9	-5.6	-3.4	-7.7	6.8	3.8	nt

mol	ERAP1 inh	E-selectin induc	miR122 inh	PglD inh	RAD54 inh	PGC1a acetyl inh	Cneo AK release	RAD52 anneal inh
O=C(C[C@H]1CC[C@H]2[C@@H](COC[C@H](O)CN2Cc2nccs2)O1)NCc1ccccc1Cl	nt	-0.1	0.7[16.7 µM]	1.1	4.7	14.1	-2.2	nt
Cc1csc(NC(=O)CCn2c(=O)oc3ccccc32)n1	nt	nt	-1.6	-0.2	12.9	15.0	-1.7	nt
O=C(CNC(=O)c1ccc(Cl)cc1)NC1CCCCC1	1.9	0.0	nt	2.3	0.8	-1.7	0.8	1.0
Cc1cccc(NC(=O)c2nc[nH]c2C(=O)Nc2ccccc2F)c1	-1.8	nt	1.7	-0.7	8.9	nt	-0.5	0.2
O=C1OCCN1C(=O)[C@H]1[C@H](c2ccc(Cl)cc2)C(c2cccc(Cl)c2)=NN1c1ccc(Br)cc1	nt	nt	1.8	-4.2	3.1	-3.0	-0.2	-9.9
COc1ccc(NS(=O)(=O)c2cc(NC(=O)C3CCCO3)ccc2N2CCCC2)cc1 (stereo not drawn)	0.7	nt	0.5	-2.7	-1.0	0.2	2.5	-14.8
C[C@@H]1CN([C@@H](C)CO)C(=O)c2ccccc2-c2ccccc2CO[C@@H]1CN(C)C(=O)Oc1ccccc1	0.2	-0.1	nt	0.4	-3.8	-3.4	55.2	15.8
COc1ccc(CCNC(=O)C2CCN(S(=O)(=O)c3c(C)noc3C)CC2)cc1OC	nt	nt	4.5	2.6	6.7	1.4	-0.2	nt
CC(C)NC[C@H]1[C@@H](c2ccc(-c3cccc(F)c3)cc2)[C@@H](CO)N1CC1CC1	-1.9	0.4	0.0[16.7 µM]	-3.0	0.9	-18.7	6.2	-6.8
C[C@H]1CN([C@@H](C)CO)C(=O)c2cccc(NS(=O)(=O)c3ccc(Cl)cc3)c2O[C@@H]1CN(C)Cc1ccncc1	5.1	1.9	1.8[16.7 µM]	0.0	-16.0	-11.5	-0.9	0.8
COc1ccc(NC(=O)c2ccc3[nH]c(=O)c(=O)[nH]c3c2)c(OC)c1	1.6	0.7	-3.8	2.7	8.7	-9.9	1.4	-3.4
COc1ccccc1NC(=O)C1=C(C)Nc2nnnn2C1c1cc(Br)ccc1OC (stereo not drawn)	nt	nt	-8.1	-0.6	-3.6	1.4	-0.7	nt
O=C(CCNS(=O)(=O)c1ccc(Br)cc1)NNC(=O)C1COc2ccccc2O1 (stereo not drawn)	0.4	1.0	nt	-4.7	-6.4	-9.4	-0.4	1.6
CO[C@H]1CN(C)C(=O)c2cc(NC(=O)Nc3ccccc3)ccc2OC[C@@H](C)N(C(=O)Nc2c(C)noc2C)C[C@@H]1C	1.1	-0.1	nt	-2.0	-2.7	nt	-8.8	8.8
Cc1ccc(NC(=O)CSc2nnc(-c3cnccn3)n2C)cc1C	5.1	nt	0.8	nt	nt	-1.1	nt	2.3
CCN(CC)S(=O)(=O)c1cccc(NC(=O)CN2C(=O)c3ccc([N+](=O)[O-])cc3C2=O)c1	3.1	0.1	-3.6	1.4	-0.5	1.2	-1.5	-10.6
CC(=O)NS(=O)(=O)c1ccc(NS(=O)(=O)c2ccccc2[N+](=O)[O-])cc1	-0.4	0.4	1.9	5.6	-2.1	1.0	1.4	-15.3
Cc1c(CN(C)C)c2c(n1Cc1ccccc1)C(=O)c1ccc(Br)cc1-2	nt	nt	-24.7	8.3	20.0	-14.8	6.6	nt
Cc1ccc(S(=O)(=O)CCC(=O)OCC(=O)N2c3ccccc3NC(=O)C2(C)C)cc1	-0.8	0.3	35.3	4.6	7.1	0.1	2.6	-11.2
CN=C(Nc1ccc(C)c(C)c1)SC1CC(=O)N(c2ccc(OC)cc2)C1=O (stereo not drawn)	-0.9	-0.1	-7.0	nt	nt	-7.6	nt	-6.0
CCN(CC)c1c(-c2ccccc2)c2cc(C)ccc2[nH]c1=O	-0.8	0.3	7.0	nt	9.0	-5.8	-0.4	-7.6
CC1(C(=O)O)CCN1C(=O)c1cccc(C(F)(F)F)c1 (stereo not drawn)	5.6	nt	-3.2	4.0	2.3	-0.8	-1.3	-4.9
Cc1nnc(NC(=O)c2cc(S(=O)(=O)N(C)C)ccc2N2CCCC2)s1	-2.9	-0.6	-1.3	-1.1	4.3	4.2	-4.2	-9.1
COc1cccc(CNC(=O)C2CCN(S(=O)(=O)N3CC(C)CC(C)C3)CC2)c1 (stereo not drawn)	0.2	nt	-3.6	4.3	10.3	-5.0	-1.2	-2.6
CCC(=O)N1C[C@H](C)[C@@H](OC)CN(C)C(=O)c2ccc(NS(C)(=O)=O)cc2OC[C@H]1C	-1.3	-0.2	0.7[16.7 µM]	-0.3	8.5	nt	3.7	-13.7
O=C1CC(c2ccccc2)Oc2ccccc21 (stereo not drawn)	-2.1	-0.1	0.1	4.0	-1.6	6.5	0.7	-7.4
C=CCn1c(Cc2cccs2)nnc1SCC(=O)c1ccc2ccccc2c1	nt	nt	1.2	-0.3	-1.1	-5.0	7.1	nt

Fetched one by one from the entries so far:
mol	ERAP1 inh	E-selectin induc	miR122 inh	PglD inh	RAD54 inh	PGC1a acetyl inh	Cneo AK release	RAD52 anneal inh
Cc1ccc(S(=O)(=O)CCC(=O)OCC(=O)N2c3ccccc3NC(=O)C2(C)C)cc1	-0.8	0.3	35.3	4.6	7.1	0.1	2.6	-11.2
O=C1OCCN1C(=O)[C@H]1[C@H](c2ccc(Cl)cc2)C(c2cccc(Cl)c2)=NN1c1ccc(Br)cc1	nt	nt	1.8	-4.2	3.1	-3.0	-0.2	-9.9

Single entries from the list.
Under E-selectin induc, CCN(CC)c1c(-c2ccccc2)c2cc(C)ccc2[nH]c1=O has 0.3
Under ERAP1 inh, O=[N+]([O-])c1ccc(NC(c2ccccc2)c2ccc3cccnc3c2O)cc1 (stereo not drawn) has 2.2
Under RAD52 anneal inh, C[C@@H]1CN([C@H](C)CO)C(=O)Cc2cc(NC(=O)Nc3ccc(F)cc3)ccc2O[C@@H]1CN(C)Cc1ccc(Oc2ccccc2)cc1 has -2.1
